# Compound activity (PubChem)
# EP2 modulator: EP2 receptor (human) modulation. P43116. EP2-expressing cells, cAMP HTRF FRET, PGE2 co-stimulation. induction, % at 25 µM. 260,000 compounds, 0.83% hits;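 active = compounds whose cAMP rise, as percent of the full-agonist control response, exceeds 60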;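 note: rat C6 glioma line stably carrying human EP2 under a CMV promoter; the protocol text gives 20 µM as final concentration; 100% = response of wells given 1 µM PGE2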
# Target sequence (P43116 whole entry, looked up): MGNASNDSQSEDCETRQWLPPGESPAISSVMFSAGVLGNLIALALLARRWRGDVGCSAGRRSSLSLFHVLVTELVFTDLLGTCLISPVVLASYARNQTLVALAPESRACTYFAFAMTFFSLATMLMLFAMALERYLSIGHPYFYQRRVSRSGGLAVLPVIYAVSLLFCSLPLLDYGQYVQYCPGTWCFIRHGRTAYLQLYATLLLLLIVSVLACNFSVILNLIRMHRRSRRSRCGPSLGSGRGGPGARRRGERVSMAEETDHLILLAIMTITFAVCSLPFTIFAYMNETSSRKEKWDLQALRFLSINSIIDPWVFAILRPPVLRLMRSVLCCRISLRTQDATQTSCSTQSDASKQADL
# PGE2 EP2 inh: inhibitors of human EP2 prostaglandin E2 receptor; AID 1422; C6 glioma cells expressing human EP2, cAMP TR-FRET; cells stimulated with saturating PGE2; 260,000 compounds, 0.52% hits; P43116; inhibition, % at 25 µM;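 active = percent inhibition above 40 after rounding to a whole number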;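 note: rat C6 glioma host cells with rolipram phosphodiesterase inhibitor present; the protocol text gives 20 µM as final concentration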
# An asterisk follows results filed as active. The list is partial, so the mix of outcomes need not match the whole.
# Below each compound – EP2 modulator	PGE2 EP2 inh
CC(C)N1CCN(C2CCCC2)CC1
  11.3	4.0
CC(C)CN1Cc2cccc(C(=O)N3C4CCC3CC(c3ccc(F)cc3)C4)c2C1=O (configuration not stated)
  -62.7	8.5
O=C(O)C1CC(=O)N(c2cccc(Cl)c2)C1 (configuration not stated)
  -1.7	6.3
COc1ccc2cc(CN(C(=S)NCCc3ccccc3)C3CCCCC3)c(=O)[nH]c2c1
  -23.4	14.6
Cc1ccc(C)c(N2CCN(C(c3cc4cccc(C)c4[nH]c3=O)c3nnnn3C(C)(C)C)CC2)c1 (configuration not stated)
  -24.1	9.7
Cc1sc(NC(=O)CN2CCC(O)(Cc3ccccc3)CC2)c(C(N)=O)c1C
  -55.9	3.4
CCOc1ccc(C2=NNC(c3cccnc3)=Nc3ccc(OC)cc32)cc1OCC
  14.5	14.5
CC(/C=C/c1cccc(Oc2ccc(F)cc2)c1)N(O)C(N)=O (configuration not stated)
  5.6	13.8
O=C(CN1CCOCC1)Nc1sc2c(c1C(=O)c1cccc(F)c1)CCC2
  68.3*	10.4
NC(=O)CN1CCN(C(=O)Cn2c(-c3cccs3)cc3cccnc32)CC1
  -11.6	8.0
Cc1nc2c(c(=O)[nH]1)CCN(Cc1cn(C(C)C)c3ccccc13)C2
  -41.6	9.8
CC1CCCCN1CC(=O)N1CCN(c2ccccc2)CC1 (configuration not stated)
  -30.5	13.4
COc1ccc(CCn2nnnc2C(c2ccc(F)cc2)N2CCN(C)CC2)cc1OC (configuration not stated)
  -9.1	6.8
O=C1NC2(C=Cc3ccccc3O2)Oc2ccccc21 (configuration not stated)
  25.4	12.4
OCCNc1nc(NCCC2=CCCCC2)nc(N2CCCC2)n1
  11.8	4.2
CCCN1C2CCCC1CC(NC(=O)Nc1ccccc1-c1ccccc1)C2 (configuration not stated)
  -34.4	9.9
COc1cccc2c1CCC1CC(=O)CC[C@]21C (some centres not stated)
  2.0	11.0
O=C(NNC(=S)NC1CCCCC1)c1ccc(-n2cnnn2)cc1
  0.3	9.4
COCCn1nnnc1C(c1ccccc1)N1CCc2ccccc2C1 (configuration not stated)
  -23.3	5.7
CC1CCCC(C)N1C(=O)Cn1cnc2c(cnn2-c2ccccc2Cl)c1=O (configuration not stated)
  -18.6	16.1
CCN1CCN(C(c2cc3c(C)ccc(C)c3[nH]c2=O)c2nnnn2C(C)(C)CC)CC1 (configuration not stated)
  -50.3	11.2
COc1ccc2[nH]c(=O)c(CN(CC3CCCO3)S(=O)(=O)c3ccc(C(C)(C)C)cc3)cc2c1 (configuration not stated)
  19.8	8.4
COc1ccc(CN(Cc2cccnc2)C2CC(C)(C)NC(C)(C)C2)cc1OC
  -4.6	9.2
O=C(Nc1ccc(-c2ocnc2C(=O)N2CCCC2)cc1)c1cccs1
  -82.8	10.0
COc1ccc(NC(=O)CSc2nc(C)c(C)c(C)c2C#N)cc1OC
  -0.8	14.0
CCSc1nnc(CNc2ccc(F)cc2)n1-c1ccc(OC)cc1
  1.7	10.6
CCn1c(C(CC(C)C)NC(=O)Cc2c[nH]c3ccccc23)nc2cccnc21 (configuration not stated)
  -5.3	9.6
NNC(=O)[C@@H](O)[C@H](O)[C@H](O)CO
  14.8	4.4
Cc1cccc(NC(=O)CSc2nnc(-c3ccco3)n2C)c1
  0.0	13.9
COc1ccc2nc(Cl)c(CNCc3ccccc3F)c(N3CCOCC3)c2c1
  -45.4	10.1

# The list goes on.
# Below each compound – EP2 modulator	PGE2 EP2 inh
COc1ccc(-c2nnc(SCC(=O)Nc3ccc(C)c(C)c3)n2CC2CCCO2)cc1OC (configuration not stated)
  25.7	12.3
COc1nc(C)c(CC(=O)N2CCC(CCn3ccnc3C)CC2)c(OC)n1
  -34.5	6.3
COc1ccc(CC(=O)N2N=C(c3ccncc3)CC2(O)C(F)(F)F)cc1OC (configuration not stated)
  -2.4	5.1
COc1ccc(C2C(C#N)=C(N)OC3=C2C(=O)CC(C)(C)C3)cc1Cl (configuration not stated)
  -4.0	9.0
Cc1cc(C)nc(N2CCC(C(=O)Nc3cccc4ccccc34)CC2)n1
  -49.1	11.2
C=CCNC(=O)CSc1nc(-c2ccc(F)cc2)cc(C(F)(F)F)n1
  -103.7	15.6
C=CCn1c(SC(C)C(=O)Nc2c(C)cccc2C)nnc1-c1ccncc1 (configuration not stated)
  -26.3	8.1
CCn1c(=O)c(C(=O)Nc2cccc(Cl)c2)c(O)c2ccccc21
  8.4	8.6
CCC(=O)c1cn(CC(=O)NCc2cccs2)c2ccccc12
  -70.3	10.2
O=C(CCc1cc(Cl)no1)N1CCCC(c2noc(-c3ccccn3)n2)C1 (configuration not stated)
  -22.1	10.1
COc1cc2cc(CN(CCO)S(=O)(=O)c3ccc(C(C)(C)C)cc3)c(=O)[nH]c2cc1OC
  -34.7	8.8
COc1ccc(C(=O)NCc2cccnc2)cc1C(=O)NCc1cccnc1
  5.8	14.4
CC1=C2C(O)C(=O)OC3CC4C(C)(C)C(=O)C=C[C@]4(C)C(CC1)[C@]23C (some centres not stated)
  29.2	15.6
Cc1cccc(OCC(=O)N2CCOCC2)c1C
  -18.9	6.3
Cn1c(SCC(=O)Nc2nc3c(s2)CCCC3)nnc1-c1ccco1
  -46.0	6.7
O=C1CC2(CCN(Cc3ccccc3)CC2)Oc2ccc(F)cc21
  -47.8	5.9
Cc1ccc2cc(CN(CCN3CCOCC3)C(=O)Nc3ccccc3Cl)c(=O)[nH]c2c1C
  -50.2	8.5
Cc1cc2c(cc3c(=O)n(CC(=O)NCc4ccncc4)nc(C)n32)o1
  -27.8	4.4
Nc1nc(SCc2ccccn2)c2ncn(C3CCCC3)c2n1
  -5.4	14.0
CCN1CCCC1CNCC(=O)NC1(C)C2CCC(C2)C1(C)C (configuration not stated)
  -19.6	16.4
O=C(CN1C(=O)NC2NC(=O)NC21)NC1CCCCC1 (configuration not stated)
  -12.3	9.0
CCOc1ccc(-c2nnn(CC(=O)N3CCCCCC3)n2)cc1
  0.5	3.7
Cc1cc2cc(CN(CCO)C(=O)Nc3ccccc3Cl)c(=O)[nH]c2cc1C
  -36.5	8.5
Cc1c(Cl)cccc1N(CC(=O)NCc1ccncc1)S(C)(=O)=O
  13.6	15.0
CSC1(SC2=NCCN2)SC2(NCCN2)S1
  -7.2	13.2
CCN(CC)C(=O)CSc1nc(C)c(C)c(=O)[nH]1
  -4.4	3.9
CC(C)(C)C1CCc2c(sc3nc(CN4CCN(C(=O)c5cccc(F)c5)CC4)[nH]c(=O)c23)C1 (configuration not stated)
  29.6	6.7
O=C(CCCc1nc2ccccc2s1)N1CCn2c(nnc2C2CC2)C1
  -5.0	6.5
COC(=O)c1c(NC(C)=O)sc(C(=O)Nc2cc(C)ccc2C)c1C
  0.5	22.4
CC(C)c1nnc(NC(=O)CCCOc2ccc(Cl)cc2Cl)s1
  -21.5	12.7

# Later entries:
# Below each compound – EP2 modulator	PGE2 EP2 inh
CCc1cccc(C)c1NC(=O)C1CCN(S(=O)(=O)c2ccc(OC)cc2)CC1
  -45.3	10.5
O=C(c1nc2ccc([N+](=O)[O-])cc2[nH]c1=O)[C@@H](O)c1ccc2c(c1)OCO2
  17.4	50.4*
COc1ccc(C2(NCc3cn(CCCO)c4ccccc34)CC2)cc1
  -93.7	9.7
CCC(C)c1ccccc1OCC(=O)Nc1c[nH]c(=O)[nH]c1=O (configuration not stated)
  25.7	9.2
COC(=O)c1cccc(NC(=O)CSc2ncnc3sc(C)c(C)c23)c1
  0.8	7.0
CCOC(=O)c1cc(-c2ccc(O)c(OC)c2)no1
  -36.5	3.0
CCOc1cccc(Nc2c3c(nc4ncnn24)CCC3)c1
  1.6	14.9
Cc1cc(C)c2[nH]c(C(=O)NCCNC(=O)c3ccccn3)c(C)c2c1
  -28.2	5.2
COc1cc(C)c(S(=O)(=O)NCc2ccc3c(c2)OCO3)c(C)c1C
  6.2	6.1
COc1ccc(OCC(=O)Nc2ccc(-c3nn4c(C)nnc4s3)cc2)cc1
  -49.3	6.5
Cc1ccc(-c2nnn(CC(=O)N(CC(=O)NC3CCCCC3)c3ccc(Cl)cc3)n2)o1
  -12.4	12.4
O=c1/c(=C/c2ccc(Br)cc2)sc2nncn12
  -75.5	30.7
COC(=O)C1C(=O)C2=C(CC1C)Nc1ccccc1NC2c1ccc(OC)c(O)c1 (configuration not stated)
  -6.8	7.5
O=C(NC1CCCC1)C1CCN(C(=O)c2ccc(Cl)cc2Cl)CC1
  -32.4	7.2
CNc1nc2c(c(=O)[nH]c(=O)n2C)n1CC(O)COC(C)C (configuration not stated)
  -1.7	11.8
COc1ccc(OC)c(S(=O)(=O)N2CCC(C(N)=O)CC2)c1
  -4.8	6.7
COc1ccccc1CN(Cc1cnc(N(C)C)nc1)CC1CCCO1 (configuration not stated)
  4.3	4.1
Cc1nc(N(CCO)C2CCCCC2)c2nnn(Cc3ccccc3)c2n1
  44.3	10.2
O=C(NC[C@@H]1CCCN(C(=O)c2ccn[nH]2)C1)c1ccco1
  17.3	12.7
CCn1c(SC(C)C(=O)Nc2cccc3ccccc23)nnc1C1CCCCC1 (configuration not stated)
  -12.1	9.2
CCn1cc(C(=O)N2C[C@H](C(=O)OC)[C@@H](c3ccc(F)cc3)C2)c(C)n1
  -1.2	6.7
CCN(CC)CC(=O)N1c2ccccc2Sc2ccccc21
  17.9	6.9
CNC(=O)c1c(NC(=O)c2ccc(OC(C)C)cc2)sc2c1CCCC2
  -59.3	12.7
CCN(CC)S(=O)(=O)c1ccc(NC(=O)c2c(-c3ccccc3Cl)noc2C)cc1
  7.2	12.1
Cc1ccc(S(=O)(=O)N2CCN(S(=O)(=O)c3cccc4nonc34)CC2)cc1
  -11.2	9.8
CCc1nn(Cn2nnc3ccccc32)c(=O)c2cc3ccsc3n12
  26.8	3.4
Cc1cc(Cl)ccc1OCC(=O)Nc1nc(N)nc(N)n1
  20.3	16.1
Nc1[nH]c(=O)nc2c1ncn2[C@H]1O[C@H](CO)[C@@H](O)[C@@H]1O
  13.1	6.5
CS(=O)(=O)N1CCc2cc(C(=O)NC3(c4ccc5c(c4)OCO5)CCCC3)ccc21
  -15.7	5.1
Nc1nc2c(ncn2[C@@H]2C=C[C@@H](CO)C2)c(=O)[nH]1
  18.7	9.3

# Some values from the list.
# In PGE2 EP2 inh, CCn1cc(C(=O)N2C[C@H](C(=O)OC)[C@@H](c3ccc(F)cc3)C2)c(C)n1 has the entry 6.7
# In EP2 modulator, COc1ccc(C2(NCc3cn(CCCO)c4ccccc34)CC2)cc1 has the entry -93.7
# In PGE2 EP2 inh, COc1cc(C)c(S(=O)(=O)NCc2ccc3c(c2)OCO3)c(C)c1C has the entry 6.1
# In EP2 modulator, CCOC(=O)c1cc(-c2ccc(O)c(OC)c2)no1 has the entry -36.5

# Continued.
# Below each compound – EP2 modulator	PGE2 EP2 inh
CCN1CCCC1CN(Cc1cc2cc(OC)ccc2[nH]c1=O)C(=O)Nc1ccc(Cl)cc1 (configuration not stated)
  -10.0	10.8
Cc1cc(C)c2[nH]c(=O)c(NC(N)=O)nc2c1
  -53.3	4.4
CCOC(=O)C1=C(N)Oc2cc(C)oc(=O)c2C1c1ccccc1Cl (configuration not stated)
  26.4	14.5
Cc1ccc(C)c(/C(O)=C2/C(=O)C(=O)N(CCCN(C)C)C2c2ccco2)c1 (configuration not stated)
  0.4	4.2
COc1ccc(N(CC(=O)NC2CCCCC2)C(=O)c2ccc(C)s2)cc1OC
  -37.5	4.3
CCN1CCN(CC(=O)NCc2ccc(F)cc2)CC1
  -5.3	11.3
CC#CCOC(=O)c1c(C)nc2sc3c(c2c1N)CCC(O)C3 (configuration not stated)
  11.1	12.9
O=C(CC1CCCC1)N1CCC[C@@H](Cn2nc(-c3cccs3)ccc2=O)C1
  -103.2	5.5
Cc1ccc2c(c1)nnn2C1CCN(S(=O)(=O)c2ccc(C(=O)NC3CCCCC3C)cc2)CC1 (configuration not stated)
  2.7	10.9
COc1ccc(C2(C(=O)N3CCCC3c3nc(-c4ccncc4)n[nH]3)CCCC2)cc1 (configuration not stated)
  -4.8	2.5
COC(=O)CC[C@@H](C)[C@H]1CC[C@H]2[C@@H]3CC[C@H]4C[C@@H]5CC[C@@]4(C)[C@]3(O5)[C@H](Br)[C@@H](Br)[C@]12C
  45.4	13.2
O[C@@H]1CN(Cc2c(F)cccc2Cl)CC[C@H]1NCCCN1CCOCC1
  -16.3	4.6
COc1ccccc1N1CCN(CC(O)c2c[nH]c3ccc(C)cc23)CC1 (configuration not stated)
  -76.2	7.7
C=CCNC(=O)C1CCN(S(=O)(=O)c2c(C)cc(C)cc2C)CC1
  -72.5	16.4
CCc1ccc(NC(=O)COc2ccc3c(C)cc(=O)oc3c2)cc1
  -14.5	9.7
Cc1csc(NC(=O)CSc2nnc(-c3ccc(Cl)cc3)n2C)n1
  11.5	5.7
O=c1[nH]c(N2CCCC2)nc2c1CN(Cc1ccc(N3CCCC3)cc1)CC2
  -8.8	4.5
CCS(=O)(=O)N(CC(=O)Nc1sc(C)c(C)c1C(N)=O)Cc1ccc(F)cc1
  -13.7	8.6
CCOc1ccc(NC(=O)CSc2nnc(-c3ccc(Cl)cc3)n2CC)cc1
  20.4	8.4
COc1ccc(-n2nnnc2SCC(=O)Nc2ccc(C(C)=O)cc2)cc1
  -45.8	3.9
CCC(C)(C)n1nnnc1C(C(C)C)N(Cc1ccc(F)cc1)Cc1cc2ccc(C)cc2[nH]c1=O (configuration not stated)
  23.0	13.8
COc1ccc(NC(=O)c2ccc(Cl)c(S(=O)(=O)N3CCOCC3)c2)cc1Cl
  -99.2	15.2
NC(=O)C1CCN(C(=O)CSc2nccc(-c3ccc(Cl)cc3)n2)CC1
  -21.9	8.4
CCCNC(=O)C1CCCN(S(=O)(=O)c2ccc(F)cc2)C1 (configuration not stated)
  9.5	4.9

# Two of the compounds above, field by field.
mol: C=CCNC(=O)C1CCN(S(=O)(=O)c2c(C)cc(C)cc2C)CC1
  EP2 modulator: -72.5 | PGE2 EP2 inh: 16.4

mol: CCc1ccc(NC(=O)COc2ccc3c(C)cc(=O)oc3c2)cc1
  EP2 modulator: -14.5 | PGE2 EP2 inh: 9.7
